p53 reactivator = restores transcriptional activity of mutant p53; 0.063% of 320,000 active; H1299 p53-A138V BP100-luciferase reporter, luminescence, 24 h; AID 504706; Potency, µM (top dose mostly 92.2 µM), inactives show top-dose activity change, positive = activation, actives largely listed as activators; note: potency is the fitted concentration of half-maximal effect; % of control where 0% means no effect; nearly all actives have a fitted effect of over 45% in size
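p53-null H1299 cells stably carrying temperature-sensitive p53-A138V and a BP100-luciferase reporter were pinned with compounds (4-point, 1:5 series) and held 24 hrs at 37 deg C. Luminescence was read 10 min after detection reagent.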
Eya2 inh = Eya2 (human) phosphatase inhibition; O00167; recombinant Eya2, OMFP fluorescence dephosphorylation (OMFP is methylfluorescein phosphate); Potency, µM (titrated, usually from 76.9 µM), for the others: at the highest dose activity, negative = inhibition, most hits filed as inhibitors; 0.006% of 330,000 active; AID 488837; note: potency is the fitted concentration of half-maximal effect; % is set by controls: 0 for no effect and ±100 for the full control effect
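Eya2 (0.2 uM) preincubated 10 min at ambient with compound, then OMFP substrate added at 50 uM; 10 min reaction in 50 mM HEPES pH 7.5, 50 mM NaCl, 5 uM MgCl2, 0.05% BSA, 1 mM DTT. Fluorescence read at Ex 485/Em 525 nm.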
BRCA1 expr act = BRCA1 expression activation. AID 624202. Potency, µM (titrated, usually from 46.1 µM), without a hit: at the top dose activation, most hits filed as activators. 1.1% of 380,000 active. MCF7-BRCA1-FFLuc reporter, luminescence, 48 h; response scale: scaled: vehicle 0%, 10 µM genistein 100%; note: potency is the fitted concentration of half-maximal effect; nearly all actives have a fitted effect of over 80% in size; some results filed as inactive show a strong effect at the top dose
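Activators of BRCA1 expression were detected as increased firefly luciferase luminescence in engineered MCF7 cells after 48 h compound incubation. Signals were scaled to genistein 10 microM as full activation.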
Integrin act MD = activators of alpha7 integrin expression for muscular dystrophy; alpha7betagal myoblasts, beta-gal FDG fluorescence, 48 h; Potency, µM (doses to about 38.3 µM), without a hit: top-dose activation, hits mostly activators; 0.064% of 350,000 active; AID 624291;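 note: potency is the fitted concentration of half-maximal effect; 100% = response of the positive control SU9516; nearly all actives have a fitted effect of over 60% in size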
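alpha7betagal+/- myoblasts (passage 13, 250/well) treated 48 h at 37C with compounds at 1:260 dilution of DMSO stock. Lysed, then beta-galactosidase activity read as FDG fluorescence (ex 480/em 540) after 30 min, with pre-read for autofluorescence.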
USP2a block = inhibitors of human ubiquitin-specific protease USP2a; O75604; USP2 core, Ub-CHOP2 coupled fluorogenic reporter, 485/531; Potency, µM (titrated, usually from 38.3 µM), for inactives: at the top dose activity change, negative = inhibition, hits mostly inhibitors; 0.01% of 330,000 active; AID 463254;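 note: potency is the fitted concentration of half-maximal effect; plate controls were DMSO wells for no effect and full inhibition by NEM control for full effect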
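USP2 core (10nM final) preincubated 30min RT with compound in 20mM Tris-HCl pH 8.0, 2mM CaCl2, 2mM beta-mercaptoethanol, 0.05% CHAPS; 25nM Ub-CHOP2 plus 25nM reporter substrate added, fluorescence (Ex485/Em531) read after 60min.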
uPA generation = inhibitors of cell surface uPA generation; 0.31% of 330,000 active; Potency, µM (top dose mostly 38.3 µM), for inactives: top-dose activity change, negative = inhibition, usual class: inhibitors; AID 540303; cell surface uPA generation assay, qHTS; active = well fitted inhibition curve with a large enough effect; inconclusive = small, poorly fitted or top-dose-only effect; inactive = no such curve, though single readings can be large or run the other way; tested in mouse RAW 264.7 cells; note: potency is the fitted concentration of half-maximal effect; % is set by controls: 0 for no effect and ±100 for the full control effect; nearly all actives have a fitted effect of over 55% in size
B2AR arrestin = agonists driving beta-arrestin recruitment to human beta2-adrenergic receptor. P07550. beta-arrestin recruitment to beta2AR, cell-based reporter. Potency, µM (titrated, usually from 46.1 µM), for the others: at the highest dose activation, actives largely listed as activators. 0.02% of 330,000 active;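 note: potency is the fitted concentration of half-maximal effect; 0% = DMSO controls and full agonism = EC100 isoproterenol or metaproterenol; nearly all actives have a fitted effect of over 65% in size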
Target sequence (P07550 whole entry, looked up): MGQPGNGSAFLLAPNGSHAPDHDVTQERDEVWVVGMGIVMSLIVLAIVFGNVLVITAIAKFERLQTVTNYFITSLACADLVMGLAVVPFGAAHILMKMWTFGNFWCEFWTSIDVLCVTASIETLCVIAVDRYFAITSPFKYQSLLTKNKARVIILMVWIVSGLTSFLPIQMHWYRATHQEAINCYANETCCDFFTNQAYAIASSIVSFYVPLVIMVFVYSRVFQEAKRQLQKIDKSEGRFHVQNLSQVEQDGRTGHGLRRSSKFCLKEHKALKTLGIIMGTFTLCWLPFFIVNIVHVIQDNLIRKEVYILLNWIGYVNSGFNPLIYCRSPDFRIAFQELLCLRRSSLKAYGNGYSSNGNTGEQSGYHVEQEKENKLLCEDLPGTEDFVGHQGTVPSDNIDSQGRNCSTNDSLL
PTAP TSG101 blk = blocks PTAP/TSG101 interaction to inhibit HIV-1 budding. 340,000 tested, under 10 active. Fluorescence polarization, FITC-PTAP peptide / Tsg101 binding. AID 493005. Q99816. Potency, µM (doses to about 115 µM), inactives show top-dose activity change, negative = inhibition, usual class: inhibitors; active = well fitted inhibition curve with a large enough effect in the main read-out, with a control signal flat, not every such curve was filed as active; inconclusive = small, poorly fitted or top-dose-only effect, or effect the other way, or a change in a side signal; inactive = no such curve, though single readings can be large or run the other way; note: potency is the fitted concentration of half-maximal effect; % of control where 0% means no effect
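Steps: Tsg101 binding domain dispensed (10 uM final), compounds pinned in DMSO, FITC-labeled PTAP-motif peptide added (50 nM final); after 20 min binding at room temperature, polarization measured.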
ELG1 genotoxic = inducers of genotoxicity in HEK293T ELG1-luciferase cells. HEK293T ELG1-luciferase reporter, luminescence, 16 h. Potency, µM (doses to about 46 µM), for inactives: at the top dose activity change, positive = activation, hits mostly activators. 1.3% of 330,000 active. AID 504466; note: potency is the fitted concentration of half-maximal effect; % of control where 0% means no effect; nearly all actives have a fitted effect of over 60% in size
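ELG1-luciferase HEK293T cells, 2,000/well; compound pinned in; 16 hr, 37 °C, 5% CO2; ONE-Glo, 30 min RT; luminescence on CCD imager.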
S-ASM inh = blocks human secretory acid sphingomyelinase. P17405. 0.006% of 340,000 active. placental ASM, HMU-PC fluorogenic substrate, 60 min. AID 504937. Potency, µM (series often up to 57.5 µM), without a hit: at the highest dose activity change, negative = inhibition, hits mostly inhibitors; note: potency is the fitted concentration of half-maximal effect
Target sequence (P17405 47-631 limits assumed): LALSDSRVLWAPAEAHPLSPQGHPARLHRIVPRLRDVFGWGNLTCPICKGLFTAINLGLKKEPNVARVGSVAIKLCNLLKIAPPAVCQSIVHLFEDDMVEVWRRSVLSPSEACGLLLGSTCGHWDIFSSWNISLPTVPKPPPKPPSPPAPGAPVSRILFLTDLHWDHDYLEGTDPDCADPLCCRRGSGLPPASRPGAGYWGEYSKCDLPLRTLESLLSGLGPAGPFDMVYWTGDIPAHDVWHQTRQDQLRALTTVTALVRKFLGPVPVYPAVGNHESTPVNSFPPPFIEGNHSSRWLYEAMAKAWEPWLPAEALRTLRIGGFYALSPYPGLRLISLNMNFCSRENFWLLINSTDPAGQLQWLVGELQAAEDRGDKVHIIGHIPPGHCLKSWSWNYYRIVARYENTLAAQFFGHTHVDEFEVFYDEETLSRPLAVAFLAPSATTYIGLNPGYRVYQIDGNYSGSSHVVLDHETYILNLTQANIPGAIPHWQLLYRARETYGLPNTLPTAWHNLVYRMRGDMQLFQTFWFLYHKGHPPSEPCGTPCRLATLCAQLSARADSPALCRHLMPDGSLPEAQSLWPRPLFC
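Human placenta-derived ASM preincubated with compound 10 min at room temperature, then reacted with 9 uM (final) fluorogenic HMU-PC substrate for 60 min at 37 C. Stop solution raises pH to 10; fluorescence read at Ex 386/Em 447 nm.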
TRPV1 ag = human TRPV1 agonism | activation, % at 8.33 µM | AID 540275 | Q8NER1 | 0.19% of 320,000 active | TRPV1-expressing cells, Fluo-8 calcium influx, agonist mode; in the data active = activation above about 80%; inconclusive = between about 30% and that limit; note: 0% is about no effect
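Fluo-8 calcium influx in TRPV1-expressing cells, kinetic read (ex 480/em 520 nm). Compound added and read 3 min for agonist activity, followed by capsaicin at EC20 final and 2 min further read for enhancement.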
* = called active by the depositor; ? = inconclusive; . = no result given; [ ] = remark or other dose. Unless noted, calls come from the whole dose curve; as a rule, active = well fitted curve in the direction sought with a large enough effect; inconclusive = small, poorly fitted or top-dose-only effect, or another doubt; inactive = no such curve, though single readings can be large; an effect the other way counts as inactive or inconclusive.

SMILES	p53 reactivator	Eya2 inh	BRCA1 expr act	Integrin act MD	USP2a block	uPA generation	B2AR arrestin	PTAP TSG101 blk	ELG1 genotoxic	S-ASM inh	TRPV1 ag
O=C(CCNS(=O)(=O)c1ccc2nsnc2c1)N1CCN(c2ccncc2)CC1	-3%	-7%	8%	2%	3%	7%	0.2%	-1%	-5%	3%	.
COc1cccc(NC(=O)NC2(C(F)(F)F)Oc3ccccc3O2)c1	?	2%	-54%	-50%[inhibitor]	-5%	-12%	6.4%	-5%	6%	0%	1
NC(=O)COC(=O)[C@H](Cc1c[nH]c2ccccc12)NC(=O)c1ccc(F)cc1	-1%	8%	-18%	3%	-1%	0%	0.0%	2%	-2%	-5%	-1
Cn1c(=O)n(Cc2ccccc2F)c2ccccc21	0%	-6%	-14%	-48%[inhibitor]	1%	2%	1.0%	-6%	-4%	-1%	-3
Cc1cc(NC(=O)CSc2nc3ccsc3c(=O)n2NC(=O)c2ccccc2)no1	?	-3%	92%	?	3%	.	-0.3%	1%	3%	-2%	-1
Cc1ccccc1N=C1Nc2ccccc2CS1	?	13%	?	20%	3%	-7%	0.0%	-2%	?	2%	6
CCn1c(CSc2nc(C)cs2)nc2cc(S(=O)(=O)N(C)C)ccc21	-6%	-7%	-42%	14%	1%	-2%	-0.6%	-6%	1%	8%	6
O=S(=O)(NCc1ccccc1)c1cnc[nH]1	-6%	6%	-6%	17%	3%	7%	0.0%	0%	0%	2%	-3
CC(=O)N1c2c(cc(Br)cc2S(=O)(=O)N2CCN(C(=O)c3ccco3)CC2)CC1C (configuration not stated)	-16%	6%	-8%	-8%	2%	1%	0.2%	-3%	-1%	3%	1
O=C(Nc1nccs1)c1nc(-c2ccccc2)n(-c2ccccc2)n1	-7%	-5%[15.4 µM]	-2%	-13%	1%	2%	4.9%	-8%	-11%	0%	29
Clc1ccc(Sc2oc(/C=N/n3cnnc3)cc2Br)cc1	-7%	7%	0%	0%	2%	17%	-0.4%	-3%	0%	0%	3
O=C(N/N=C/c1cc(Br)ccc1O)c1ccncc1	7%	1%	-24%	0%	1%	-16%	-0.1%	-1%	?	-4%	?
C=CCn1c(SCc2c(Cl)cccc2Cl)nnc1-c1cccnc1	3%	5%	2%	17%	3%	-3%	0.0%	-6%	-7%	2%	5
Cc1cccc(NC(=O)c2n[nH]c([N+](=O)[O-])c2Br)c1C	0%	9%	?	9%	0%	0%	0.5%	-1%	?	4%	-5
O=C(Cc1cc2ccccc2o1)NCc1ccc(F)cc1	4%	8%	11%	-43%	-5%	?	-0.2%	1%	4%	1%	?
O=c1[nH]c2c(c(=O)[nH]1)CCC2	0%	-26%	-20%	-15%	1%	5%	0.0%	1%	-2%	2%	-4
CN1C(=O)C2(OCCCO2)c2cc(Cl)ccc21	.	-1%	-15%	41%	2%	2%	-1.0%	-4%	2%	0%	2
COc1ccc(CCNS(=O)(=O)c2cn(C)nc2C)cc1OC	-2%	3%	-10%	13%	1%	4%	0.4%	-1%	0%	-1%	2
CCN(CC)c1ccc(/C=C(\C#N)C(N)=S)cc1	3%	-30%	61%	-20%	12%	-1%	-0.1%	24%	8%	-8%	15
CC(=O)c1ccc(S(=O)(=O)Nc2cccc(S(=O)(=O)NC3=NCCC3)c2)cc1	6%	-20%	-2%	?	2%	8%	-0.8%	-2%	1%	2%	-1
Cc1noc(C)c1CSc1ccccc1C(=O)N1CCN(c2ccccc2)CC1	-14%	-15%	-27%	5%	3%	1%	-0.6%	-2%	-3%	4%	8
COCCNC(=O)c1sc2ncn(CC(=O)Nc3ccc(C)c(Cl)c3)c(=O)c2c1C	-4%	-4%	-24%	?	-1%	-2%	-0.1%	-2%	2%	-18%	-1
COC(=O)c1ccc(Cn2nc(-c3cc(C)ccc3C)ccc2=O)cc1	-2%	-1%	-28%	8%	-1%	1%	-0.7%	-6%	-1%	-4%	21
O=C(CC1CC2CCC1C2)NCCc1ccc(Cl)cc1 (configuration not stated)	16%	13%	23%	14%	0%	3%	-0.1%	0%	1%	-3%	18
COc1ccc(-c2noc(CN3CCCCC3c3nccn3C)n2)cc1 (configuration not stated)	-4%	-1%	1%	7%	0%	2%	-0.1%	-6%	-5%	3%	5
(listing goes on)
SMILES	p53 reactivator	Eya2 inh	BRCA1 expr act	Integrin act MD	USP2a block	uPA generation	B2AR arrestin	PTAP TSG101 blk	ELG1 genotoxic	S-ASM inh	TRPV1 ag
CC(C)(C)OC(=O)N1CCC(c2cc(=O)n3[nH]cc(C(=O)NC4CCCC4)c3n2)CC1	8%	21%	-16%	9%	-12%	8%	0.3%	-2%	6%	0%	17
CSCCC(C(=O)OCC(=O)c1ccc(C)c(C)c1)N1C(=O)c2cc(Cl)c(Cl)cc2C1=O (configuration not stated)	-1%	3%	0%	16%	-1%	2%	-0.6%	-5%	-19%	3%	-2
COc1ccccc1CNC(=O)C1CCCCN1S(=O)(=O)c1ccccc1 (configuration not stated)	-5%	-6%	-18%	15%	-1%	1%	-0.1%	-6%	-13%	-3%	4
Cc1onc(-c2ccccc2Cl)c1C(=O)N1CCN(c2ccc(F)cc2)CC1	6%	-17%	-11%	-9%	1%	1%	-0.5%	-4%	-16%	-1%	3
CCCCN(C(=O)c1ccc(N2CCCC2=O)cc1)c1c(N)n(CCC)c(=O)[nH]c1=O	-2%	0%	-3%	-16%	3%	-17%	-0.1%	-5%	-3%	2%	-4
COc1cc(C(=O)OCCN2CCOCC2)ccc1O	?	6%	4%	4%	-1%	-3%	0.0%	-5%	2%	4%	2
COc1ccc(-c2nc(CS(=O)CC(=O)NCCCN3CCCC(C)C3)c(C)o2)cc1OC (configuration not stated)	-1%	-15%	4%	23%	1%	-5%	0.3%	-9%	7%	8%	0
O=C(O)c1ccc(Nc2ccc3nonc3c2[N+](=O)[O-])cc1	15%	-2%	13%	17%	0%	-4%	-0.2%	0%	2%	-3%	1
CC1CN(C(=O)/C=C/c2ccc([N+](=O)[O-])s2)CC(C)O1 (configuration not stated)	?	?	-84%	-59%	0%	-18%	-0.1%	3%	5%	-3%	-1
C=CCOC(=O)c1[nH]c2c(c1C)C(=O)CC(c1ccco1)C2 (configuration not stated)	7%	4%	-62%	0%	2%	?	-2.0%	-9%	?	-6%	?
Cc1ccc(S(=O)(=O)N2CCC(C(=O)N[C@@H](C)C(=O)NCC3CCCO3)CC2)cc1 (some centres not stated)	6%	1%	-5%	6%	1%	3%	-0.2%	-1%	-8%	5%	1
CC(=O)N1CCN(c2ccccc2NC(=S)NC(=O)c2cc3ccccc3o2)CC1	-3%	-9%	-28%	11%	-3%	-18%	0.6%	-4%	-8%	29%	?
COC(=O)C(C#N)C(=C1C(=O)CC(C)(C)CC1=O)c1ccc(O)cc1 (configuration not stated)	-7%	13%	-3%	23%	2%	-3%	0.3%	-5%	-5%	4%	-3
CN(C)S(=O)(=O)N(CC(=O)N(Cc1ccccc1)Cc1ccccc1)c1ccccc1	0%	-22%	-38%	-13%	0%	.	0.1%	-5%	-13%	-1%	11
COc1ccc(CCn2cnc(=O)c(C#N)c2C)cc1OC	-1%	3%	0%	16%	1%	0%	0.0%	-1%	0%	0%	-3
O=C(NCc1n[nH]c(=S)n1-c1ccc(Br)cc1)c1cccs1	3%	-13%	-4%	1%	-1%	4%	-1.0%	-13%	-17%	14%	-5
O=c1[nH]nc(Cc2ccccc2)c2ccccc12	-4%	-4%	-23%	-21%	1%	-3%	0.2%	-9%	10%	-2%	1
C(#CC12CC3CC(CC(C3)C1)C2)CN1CCOCC1	2%	6%	-15%	9%	0%	8%	0.0%	2%	0%	-3%	?
COc1ccc(C(=O)N2CC(c3ccc(Cl)cc3)CC2=O)cc1 (configuration not stated)	.	.	16%	30%	.	7%	.	1%	.	3%	.
CC(C)CNC(=O)C1CCN(c2ccc(S(=O)(=O)N3CCOCC3)cc2Cl)CC1	-3%	11%[15.4 µM]	-52%	-22%	2%	7%	0.0%	-2%	-10%	-4%	-2
CC(OC(=O)c1ccc2ncsc2c1)C(=O)Nc1ncc(Cl)cc1Cl (configuration not stated)	16%	0%	-6%	-8%	1%	-3%	-1.5%	-5%	4%	9%	0

Source: PubChem BioAssay (National Center for Advancing Translational Sciences (NCATS))
